TEAD-YAP block: TEAD-YAP interaction inhibition. inhibition, % at 9.12 µM. 640,000 tested, 1.4% active. AID 1259422. HEK-TIYL cells, TEAD-Gal4/YAP UAS-luciferase luminescence; in the data active = inhibition above about 32%;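 note: 0% = median of test compound wells and 100% = reference inhibitor wells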
GPR151 activ: human GPR151 activation; PathHunter beta-arrestin GPR151 cells, luminescence; activation, % at 11.2 µM; 650,000 tested, 1% active; AID 1508602; in the data active = activation above about 4.9%;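 note: 0% = median of compound wells and 100% = cells with positive control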
Target sequence (Q8TDV0 whole entry, looked up): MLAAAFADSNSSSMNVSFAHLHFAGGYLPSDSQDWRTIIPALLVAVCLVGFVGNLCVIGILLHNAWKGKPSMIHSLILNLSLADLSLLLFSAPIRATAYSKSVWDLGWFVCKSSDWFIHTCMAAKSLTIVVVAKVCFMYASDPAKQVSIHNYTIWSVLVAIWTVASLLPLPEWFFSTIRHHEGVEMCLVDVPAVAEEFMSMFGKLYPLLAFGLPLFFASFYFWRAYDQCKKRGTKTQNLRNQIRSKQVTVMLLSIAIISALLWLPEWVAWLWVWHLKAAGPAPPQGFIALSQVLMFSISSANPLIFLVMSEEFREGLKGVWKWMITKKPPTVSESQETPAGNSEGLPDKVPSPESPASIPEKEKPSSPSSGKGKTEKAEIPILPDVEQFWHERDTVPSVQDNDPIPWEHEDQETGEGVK
FBW7 act: human FBW7 E3 ligase activation, primary screen; 650,000 tested, 0.13% active; AlphaScreen FBW7–phospho-cyclin E peptide binding, activator screen; AID 1259310; Q969H0; normalized activity (activation), % at 26.1 µM; in the data active = normalized activity above about 1.9%;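 note: purified mutant Fbw7 with reduced substrate affinity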
Target sequence (Q969H0 whole entry, looked up): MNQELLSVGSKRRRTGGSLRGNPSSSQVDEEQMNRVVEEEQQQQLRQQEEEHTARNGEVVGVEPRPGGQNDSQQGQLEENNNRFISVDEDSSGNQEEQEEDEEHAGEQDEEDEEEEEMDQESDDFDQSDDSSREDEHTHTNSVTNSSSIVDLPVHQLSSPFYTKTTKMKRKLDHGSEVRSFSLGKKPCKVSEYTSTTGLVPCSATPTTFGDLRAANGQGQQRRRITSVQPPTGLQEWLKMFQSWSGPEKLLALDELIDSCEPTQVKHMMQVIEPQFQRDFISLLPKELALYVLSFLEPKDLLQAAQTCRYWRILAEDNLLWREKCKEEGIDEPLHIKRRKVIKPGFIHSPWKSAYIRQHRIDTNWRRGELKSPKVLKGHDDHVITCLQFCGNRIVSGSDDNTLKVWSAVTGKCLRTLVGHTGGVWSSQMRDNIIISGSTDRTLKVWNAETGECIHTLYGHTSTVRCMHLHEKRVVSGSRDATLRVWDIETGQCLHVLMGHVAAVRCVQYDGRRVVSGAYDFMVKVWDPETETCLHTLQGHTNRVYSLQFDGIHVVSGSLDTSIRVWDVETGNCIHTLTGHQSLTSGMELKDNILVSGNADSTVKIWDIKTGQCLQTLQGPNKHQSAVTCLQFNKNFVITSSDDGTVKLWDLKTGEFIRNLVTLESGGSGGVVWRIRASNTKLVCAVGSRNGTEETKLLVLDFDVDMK
MITF primary: blocks human microphthalmia-associated transcription factor; AlphaScreen MITF homodimerization, bead proximity signal; AID 1259374; O75030; inhibition, % at 2.6 µM; 650,000 tested, 0.91% active; in the data active = inhibition above about 50%;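 note: 0% = vehicle wells with protein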
An asterisk follows results filed as active.

SMILES	TEAD-YAP block	GPR151 activ	FBW7 act	MITF primary
C=CCn1c(SCC(=O)OCCCCC)nc2sc3c(c2c1=O)CC(C)(C)OC3	1	-1.5	-0.1	3
CC(=O)N=C1c2ccccc2CN1c1cc(Cl)cc(Cl)c1	-12	2.4	0.0	10
O=C(CC(=O)c1ccc([N+](=O)[O-])cc1)Nc1cccc(O)c1	0	-0.1	0.1	3
COc1ccc(Nc2ncc(-c3cccc(OC)c3)n3ccnc23)cc1	-9	-0.1	-0.5	1
O=C(N/N=C/c1cc2ccccc2nc1Cl)c1ccc([N+](=O)[O-])cc1	0	-1.5	0.0	11
O=C(NNC(=O)c1ccncc1)Nc1ccc2c(c1)OCO2	-32	-0.4	-0.1	-3
Cc1cccc(C(=O)Nc2cccc(C(=O)Nc3ccc(C(=O)N(c4ccccc4)c4ccccc4)cc3)c2)c1	4	0.8	0.1	7
O=C(Nc1cccc([N+](=O)[O-])c1)c1ccc(Br)c(S(=O)(=O)NCc2ccccc2)c1	2	-0.3	0.0	-2
NC(=O)CSc1nc(-c2ccc(F)cc2)cs1	-39	-6.9	1.0	12
CCOC(=O)c1[nH]c(C)c(C(=O)Nc2ccc(Br)cc2F)c1C	-6	-0.6	0.1	-1

Whole records as entered above.
O=C(N/N=C/c1cc2ccccc2nc1Cl)c1ccc([N+](=O)[O-])cc1 as listed: TEAD-YAP block = 0; GPR151 activ = -1.5; FBW7 act = 0.0; MITF primary = 11
O=C(CC(=O)c1ccc([N+](=O)[O-])cc1)Nc1cccc(O)c1 as listed: TEAD-YAP block = 0; GPR151 activ = -0.1; FBW7 act = 0.1; MITF primary = 3
CC(=O)N=C1c2ccccc2CN1c1cc(Cl)cc(Cl)c1 as listed: TEAD-YAP block = -12; GPR151 activ = 2.4; FBW7 act = 0.0; MITF primary = 10

Continued:
SMILES	TEAD-YAP block	GPR151 activ	FBW7 act	MITF primary
CC1(C)Cc2c(sc(NC(=O)c3ccco3)c2C#N)C(C)(C)N1	-3	-1.9	1.1	21
Cn1c2c(c(=O)n(C)c1=O)C(c1ccc(Cl)c(Cl)c1)C1C(=O)c3ccccc3C1=N2 (stereo not given)	-2	-1.1	-0.1	-11
CCCNC(=O)CCc1nnc2ccc(N3CCN(c4cccc(OC)c4)CC3)nn12	9	2.8	0.1	-1
COc1ccccc1NC(=O)COc1ccc(Br)c(/C=C2\NC(=O)NC2=O)c1	4	0.9	0.3	-2
O=C(Nc1cccc2c(=O)[nH][nH]c(=O)c12)c1ccc(N2CCOCC2)c([N+](=O)[O-])c1	-1	0.4	0.1	3
O=C1CSC(c2ccc(Cl)cc2)N1c1ccc(Oc2ccccc2)cc1 (stereo not given)	-12	-1.8	0.1	5
O=C(CCn1c(SCc2ccccc2Cl)nc2ccccc2c1=O)N1CCN(c2ccccc2)CC1	-10	-1.5	0.2	4
CCOc1ccccc1NC(=O)CCc1nnc2ccc(N3CCC(C)CC3)nn12	-3	-1.2	0.1	-1
CCOC(=O)/C=C(\C)Nc1cccc2c(C)c(C)[nH]c12	0	-0.5	0.9	2
Nc1cc2c(cc1[N+](=O)[O-])OCCCO2	-5	-0.8	0.1	18
COCCn1c(C)nnc1SCC#N	-1	0.5	1.1	18
CCOC(Cn1c(SCc2c(F)cccc2Cl)nc2ccccc2c1=O)OCC	-1	-0.1	0.1	4
O=C(O)CC1(CC(=O)Nc2ccc(Oc3ccccc3)cc2)CCCC1	-4	-0.6	0.2	18
CCOC(=O)c1sc(NC(=O)C(C)Oc2ccc(Cl)cc2Cl)c(C(=O)OCC)c1C (stereo not given)	5	-0.1	-0.1	7
Cc1cc2ccccn2c1C(=O)c1cccc(S(=O)(=O)N2CCCCC2)c1	22	1.0	-0.1	2
O=C(NCCc1ccc2c(c1)OCCO2)c1cc2c(s1)CCC2	-10	0.7	0.0	2
Cc1ccc(C(=O)CC2(O)C(=O)N(C)c3ccccc32)cc1 (stereo not given)	6	0.5	0.2	5
CCOc1ccc(-n2c(-c3ccco3)n[nH]c2=S)cc1	5	-0.7	0.2	10
COc1cc(C(=O)O)c(N2C(=O)Nc3ccccc3N2O)cc1OC	-9	3.5	0.3	13
O=C(Nc1ncc(S(=O)(=O)c2ccc([N+](=O)[O-])cc2)s1)c1ccc2ccccc2c1	-3	1.1	0.1	6
CCOC(=O)CNC(=O)Nc1nnc(-c2ccc(Cl)cc2)o1	5	-0.5	0.1	0
CC(=O)Nc1ccc(NC(=O)CN2C(=O)C(c3ccccc3)Oc3cccnc32)cc1 (stereo not given)	3	0.3	0.0	-2
C=CCNC(=O)c1ccccc1NS(=O)(=O)c1ccccc1	2	-0.2	0.3	6
CCOc1cc(C2C(C#N)=C(N)Oc3n[nH]c(C)c32)ccc1O (stereo not given)	2	-0.7	-0.1	-2
CC(C)N(Cc1nc(-c2ccc(Cl)cc2)no1)S(=O)(=O)c1ccc(F)cc1	-10	-0.5	0.6	12
CN1CCN(c2nc(-c3ccc(S(C)(=O)=O)cc3)cnc2N)CC1	0	0.2	0.1	19
CC(C)CC(=O)Nc1nnc(SCc2ccccc2F)s1	6	0.2	0.4	13
O=C1NCCN(Cc2cccc(F)c2F)C1CC(=O)N1CCC(O)(c2ccccc2)CC1 (stereo not given)	15	0.3	-0.1	1
CCCN(C(=O)C1CC1)c1nnc(-c2cccc(C)c2)s1	-31	0.1	0.0	-12
Cc1cccc(N(CC(=O)Nc2ccc(F)cc2)S(C)(=O)=O)c1	7	-1.3	0.0	6
FC(F)(F)c1ccc(CNC2CCN(CCc3ccccn3)CC2)cn1	-6	1.7	0.6	1
O=C(Nc1ccc2c(c1)OCO2)c1cnc(N2CCN(c3ccccn3)CC2)s1	0	1.2	-0.1	2
O=C(Cc1ccccc1)N/N=C/C=C/c1ccco1	-15	0.6	-0.1	30
O=C(N/N=C/c1ccc(F)cc1)c1ccc(Br)cc1	-5	-0.3	0.1	-2
O=C(Nc1cc(Oc2ccc3c(c2)CCC3)cc([N+](=O)[O-])c1)c1cc2nc(-c3ccc(Br)cc3)cc(C(F)(F)F)n2n1	-11	-1.1	-0.1	-5
O=C(Cn1cnc2sc3c(c2c1=O)CCC3)Nc1ccccc1C(F)(F)F	8	-0.2	-0.1	10
CCc1ccc(C2C(C#N)=C(N)N(c3ccccc3C(F)(F)F)C3=C2C(=O)CC(C)(C)C3)s1 (stereo not given)	-15	-0.1	0.0	4
CCOC(=O)Cc1c(SC)c2ccccc2n1Cc1ccccc1	-1	1.4	-0.1	-3
CCCNc1nc(Nc2ccc3ncccc3c2)nc(N(CC)CC)n1	-28	-0.7	-0.1	-6
Cc1ccccc1N=c1oc2ccc([N+](=O)[O-])cc2cc1C(=O)Nc1nccs1	1	0.8	0.2	10
CC(C)NC(=O)Cc1csc2nc(-c3ccccc3)cn12	-13	-1.3	0.0	5
O=C(c1ccc2c(c1)OCCO2)N(Cc1ccccn1)c1nc2ccccc2s1	-24	0.1	-0.1	13
Nc1cc(=O)[nH]c(SCC(=O)c2ccc(Cl)s2)n1	6	0.6	0.1	6
CCOC(=O)C1(CCc2ccccc2)CCN(C(=O)CN2CCCC2=O)CC1	7	-1.0	-0.2	3
CCOC(=O)c1cnc2ccc(Cl)cc2c1Nc1ccc(OC)cc1	-1	0.2	-0.2	-3
CCOc1ccccc1NC(=O)c1sc2ncn(CC(=O)N3CCC(C)CC3)c(=O)c2c1C	-8	-1.0	-0.2	-2
CCSc1nnc2c(n1)OC(/C=C/c1ccc([N+](=O)[O-])o1)Nc1ccccc1-2 (stereo not given)	22	0.6	-0.2	2
Cc1nc(N2CCC(N3CCOCC3)CC2)nc2cc3c(cc12)CCC3	-11	-0.4	-0.1	-10
O=c1c2ccccc2c2nc3c(c(-c4ccccc4I)c12)c(=O)c1ccccc13	6	-1.1	-0.1	5
COc1cc(NC(=O)Cc2cn(-c3ccc(Nc4ccccc4)nn3)c3ccccc23)cc(OC)c1OC	-11	4.1	-0.1	13

Quoted at random: two records from the list, in no set order.
SMILES	TEAD-YAP block	GPR151 activ	FBW7 act	MITF primary
COc1cc(C(=O)O)c(N2C(=O)Nc3ccccc3N2O)cc1OC	-9	3.5	0.3	13
FC(F)(F)c1ccc(CNC2CCN(CCc3ccccn3)CC2)cn1	-6	1.7	0.6	1

Other structures follow:
SMILES	TEAD-YAP block	GPR151 activ	FBW7 act	MITF primary
O=C(NC(Cc1c[nH]c2ccccc12)c1nnc2n1CCC2)c1ccc(Cl)cc1 (stereo not given)	3	-1.6	-0.1	3
CC(NC(=O)c1cccnc1)c1nnc2n1CCN(Cc1c(F)ccc(F)c1F)CC2 (stereo not given)	7	1.2	0.4	9
COc1ccc(Br)cc1[C@@H]1Nc2ccc(C(C)=O)cc2[C@@H]2C=CC[C@@H]21	14	-0.7	0.2	7
Cc1cccc(N2CCN(S(=O)(=O)C3CC3)CC2)c1	2	0.1	0.0	9
Cc1ccc(C)n1CC(O)c1ccccc1 (stereo not given)	0	-1.9	0.6	13
OC(COc1ccc(OCC(O)CN2CCCCCC2)cc1)CN1CCCCCC1 (stereo not given)	-2	1.8	0.6	16
N#CCC(=O)NNC(=S)Nc1ccccc1C(F)(F)F	10	-0.4	-0.2	21
CC1CCN(S(=O)(=O)c2ccc3c(c2)CCN3C(=O)CCC(=O)O)CC1	-11	1.0	0.0	-8
O=c1c2c(nc(SCc3ccccc3)n1Cc1ccccc1)-c1ccccc1CC21CCCCC1	7	1.1	0.0	5
Cc1cc([N+](=O)[O-])nn1CCCC(=O)Nc1sc2c(c1C(N)=O)CCCC2	3	0.4	0.0	7
O=C(CN1CCCCCC1)N1c2ccccc2Sc2ccc(Cl)cc21	-3	-0.4	-0.1	11
CC(C)NC(=O)Cn1c2ccccc2n2c(SCC(=O)N3CCCCC3)nnc12	-5	0.4	0.0	6
CCC(=O)n1cc(C=O)c2ccccc21	-2	-0.3	0.0	1
O=S(=O)(Nc1ncnc2sc3c(c12)CCC3)c1cc(F)ccc1F	4	0.9	0.0	14
CCOc1ccc2nc(/N=C/c3nc(-c4ccccc4)oc3O)sc2c1	4	0.6	0.1	1
COc1cc(/C=C2/C=C(c3ccccc3)OC2=O)ccc1C	-12	0.7	0.0	-3
N#CCc1c(C#N)c(N)nc(NNC(=O)c2ccc(Br)cc2)c1C#N	-13	-0.7	0.1	0
COc1ccc2c(c1)CC(C(=O)Nc1cc(F)c(-c3ccnc(N)n3)cc1OCCN(C)C)CO2 (stereo not given)	1	0.6	-0.1	26
Cc1cc(C(=O)CSc2nnc(-c3cccnc3)o2)c(C)n1-c1ccc2c(c1)OCO2	9	0.0	-0.1	1
CN(CC1CCCO1)S(=O)(=O)c1ccc(C(=O)Nc2ccc3c(c2)C(=O)NC3=O)cc1 (stereo not given)	-2	0.5	0.1	14

A second format for some results above:
Order of values: TEAD-YAP block	GPR151 activ	FBW7 act	MITF primary
N#CCc1c(C#N)c(N)nc(NNC(=O)c2ccc(Br)cc2)c1C#N
 : -13	-0.7	0.1	0
COc1ccc2c(c1)CC(C(=O)Nc1cc(F)c(-c3ccnc(N)n3)cc1OCCN(C)C)CO2 (stereo not given)
 : 1	0.6	-0.1	26

Two of the compounds above, with each value named.
O=C(Nc1cccc([N+](=O)[O-])c1)c1ccc(Br)c(S(=O)(=O)NCc2ccccc2)c1
  TEAD-YAP block = 2
  GPR151 activ = -0.3
  FBW7 act = 0.0
  MITF primary = -2
COc1cc(C(=O)O)c(N2C(=O)Nc3ccccc3N2O)cc1OC
  TEAD-YAP block = -9
  GPR151 activ = 3.5
  FBW7 act = 0.3
  MITF primary = 13

(list continues)
SMILES	TEAD-YAP block	GPR151 activ	FBW7 act	MITF primary
COc1cc(NC(=O)C(c2ccccc2)c2ccccc2)c(OC)cc1NC(C)=O	-7	0.0	0.1	9
CCOC(=O)C1=C(C)N=c2s/c(=C\c3cn(C)c4ccccc34)c(=O)n2C1c1ccccc1 (stereo not given)	8	-1.3	-0.1	2
NC(=O)c1c(NC(=S)NC(=O)c2ccco2)sc2c1CCCCCC2	5	-1.2	0.1	17
O=c1[nH]c2nc(-c3ccc(O)cc3)cnc2n1-c1ccc(N2CCOCC2)cc1	3	-0.1	-0.3	-4
O=C1NC(=O)C(=Cc2cn(-c3ccccc3)nc2-c2cccs2)C(=O)N1	-10	0.5	-0.3	-12
CCNC(=O)[C@@H]1C[C@@H](NCc2cccc(C)c2)CN1Cc1ccc2ccccc2c1	-4	1.0	-0.2	4
COc1ccc(-c2cc(C(F)(F)F)n3nc(C(=O)Nc4cccc(Cl)c4Cl)c(Cl)c3n2)cc1OC	-4	-1.0	0.2	-10
CCOC(=O)C1(C)C(Br)=C(O)C(=O)N1c1ccc(F)cc1 (stereo not given)	18	0.1	0.2	16
CC1CCCCC1NC(=O)COC(=O)c1ccc([N+](=O)[O-])o1 (stereo not given)	4	1.4	0.1	14
O=C(Cn1cnc2c(oc3ccccc32)c1=O)N1CCc2ccccc21	-9	-0.7	0.1	8
CC1CCc2nn(CC(=O)N3CCCC3)cc2C1 (stereo not given)	-16	0.9	0.3	-14
O=C(NCCO)/C(=C/c1ccc2c(c1)OCO2)NC(=O)c1ccc(Br)o1	1	-0.4	0.4	11
CC1CCN(C(=O)/C(=C/c2ccc(-c3ccccc3Cl)o2)NC(=O)c2ccccc2)CC1	11	0.2	1.2	14
O=C(Nc1c2c(nn1-c1ccccc1)CS(=O)C2)c1ccco1 (stereo not given)	9	-0.7	0.2	5
CCC(NCc1c(C(=O)N(C)Cc2ccccc2)nc2ccccn12)c1ccncc1 (stereo not given)	-10	-0.9	0.0	-4
Cc1cccc(N(C)S(=O)(=O)c2cc3c(cc2C)n(C)c(=O)c(=O)n3C)c1	-5	-1.3	-0.2	-3
O=C(NC1CCCC1)C1CCN(c2nc3ccc(Br)cc3s2)CC1	-12	0.0	0.0	9
CCN1CCN(CCCNC(=O)COc2cc(=O)n(C)c3ccccc23)CC1	0	1.1	0.0	18
CC(=O)c1cccc(NC(=O)c2ccc(N3C(=O)c4ccc([N+](=O)[O-])cc4C3=O)cc2)c1	4	-1.2	0.1	10

Assay outcomes: PubChem, The Scripps Research Institute Molecular Screening Center
